Source: PubChem BioAssay
CDK5 p35 inh: CDK5/p35 (human) kinase inhibition; Q00535+Q15078; Recombinant CDK5/p35, ADP-Glo luminescence, 60 min; inhibition, % at 10 µM; hit rate 0.01% among 330,000;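 active = highest replicate inhibition of at least 50% and at least 75% of replicates reaching 50%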;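 note: plate controls were DMSO neutral control for no effect and GW8510 at 10 µM for full effect; many of its hits are not listed in these tables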
Arr AP2 block: inhibitors of human beta-arrestin and AP2 interaction; FITC-arrestin peptide / GST-AP2 beads, flow cytometry; AP2 beta2 appendage carries R879A mutation; inhibition, % at 10 µM; hit rate 0.31% among 340,000; AID 504490;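 active = inhibition above a set limit, near 3 SD of compounds lacking own fluorescence, cut at about 54% in these data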;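 note: plate controls were DMSO wells for no effect and 5 µM unlabelled arrestin peptide for full effect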
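System: GST-tagged AP2 beta2-adaptin appendage (R879A) on 4 µm glutathione beads / Reagent: FITC-arrestin peptide, 50 nM / Detection: HyperCyt-sampled flow cytometry, FL1 channel, ex 488/em 535 nm / Timing: 12 min plus 1 h, RT / Buffer or medium: PBS plus Tween 20 (0.05%) and BSA (0.1%)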
SUMO Mot1 rescue: blocks SUMOylation pathway, rescuing yeast Mot1-301 growth; S. cerevisiae Mot1-301 growth rescue, ATP luminescence, 38.5C; percent above DMSO median, 100 means doubled; growth rescue, % at 18.8 µM; hit rate 1% among 320,000;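 active = every valid replicate shows activation above 250% relative to neutral control wells; inactive = the rest, any valid replicate at or below 250%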;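 note: OY570 slx delta 5 strain wells were the positive control but not used for scaling; some compounds called inactive have numbers as strong as hits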
SR-BI uptake up: SR-BI HDL lipid transfer activation | CHO ldlA[mSR-BI] cells, DiI-HDL uptake fluorescence, 3 h; 100 = double the neutral-control signal | activation, % at 12.5 µM | hit rate 0.096% among 320,000 | AID 504775;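 active = mean replicate activation of at least 60% and every replicate at or above 60%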;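 note: 0% = median plate neutral-control signal and 100% = twice that signal; values of inactives mirror those of a sister screen read the other way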
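Test system: SR-BI-overexpressing, LDLR-lacking CHO cells. Measured by: DiI fluorescence, bottom read. Medium: Ham's F12 with 0.5% BSA, HEPES 25 mM, pH 7.4. Timing: 3 h uptake period with compound, 37 °C.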
dFosB activator: activators of mouse delta FosB homodimer. P13346. purified delta FosB, TAMRA-CDK5 oligo fluorescence polarization; percent of positive-control signal above neutral wells. activation, % at 25 µM. hit rate 0.99% among 340,000. AID 493131;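 active = mean activation above about 17%, with every replicate also reaching it, limit read from the data, passing the limit was not always enough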;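 note: fluorescence polarization rise as delta FosB binds a TAMRA Cdk5 AP-1 oligo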
PKA-R1A act: activates the PKA-R1A holoenzyme complex. AID 504707. activation, % at 11.4 µM. hit rate 0.083% among 340,000. P00514+P68181. PKA-R1A dissociation, Cy5-IP20 fluorescence polarization; scaled: DMSO 0%, 113 µM cGMP 100%;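 active = percent activation above the mean of all tested compounds plus 3 SD, cut at about 19% in these data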;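 note: higher means more PKAc released from R1A so a rise in polarization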
NSD2 inh: NSD2 (human) methyltransferase inhibition; O96028; NSD2 peptide methylation, AlphaScreen, 120 min; inhibition, % at 12.5 µM; hit rate 0.54% among 310,000; in the data active = inhibition above about 50%
DSG3 Ab inh: human desmoglein-3 autoantibody binding inhibition | P32926 | DSG3-coupled beads, scFv-anti-DSG3-GFP binding, flow cytometry; hits give low values | binding (percent of control), % at 10 µM | hit rate 0.48% among 310,000;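 active = binding more than 3 SD below its plate's average and above zero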;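 note: hits lower antibody fragment binding to DSG3; some compounds called inactive have numbers as strong as hits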
SR-BI DiI inh: inhibitors of mouse SR-BI mediated HDL lipid uptake; Q61009; ldlA[mSR-BI] CHO cells, DiI-HDL uptake fluorescence, 3 h; inhibition, % at 12.5 µM; hit rate 0.96% among 320,000; AID 488896;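 active = mean replicate inhibition of at least 70% and a set share of replicates each scoring 70 or more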;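 note: 0% = median of neutral control wells and 100% = median of positive control wells; values of inactives mirror those of a sister screen read the other way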
Target sequence (Q61009 whole entry, looked up): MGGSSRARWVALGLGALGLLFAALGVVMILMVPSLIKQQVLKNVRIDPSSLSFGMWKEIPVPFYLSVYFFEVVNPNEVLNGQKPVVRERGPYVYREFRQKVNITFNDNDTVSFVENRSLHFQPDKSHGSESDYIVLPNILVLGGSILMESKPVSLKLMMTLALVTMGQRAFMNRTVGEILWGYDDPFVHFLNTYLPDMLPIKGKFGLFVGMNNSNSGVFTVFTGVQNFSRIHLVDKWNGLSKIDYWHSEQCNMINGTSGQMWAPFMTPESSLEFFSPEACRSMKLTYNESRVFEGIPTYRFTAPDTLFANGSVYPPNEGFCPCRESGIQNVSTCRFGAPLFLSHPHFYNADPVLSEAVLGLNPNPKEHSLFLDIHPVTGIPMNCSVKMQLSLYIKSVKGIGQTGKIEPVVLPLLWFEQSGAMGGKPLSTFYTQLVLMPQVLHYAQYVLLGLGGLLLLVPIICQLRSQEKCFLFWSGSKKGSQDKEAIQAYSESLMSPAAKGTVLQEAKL
MITF TRPM1 HTS: activators of MITF-driven TRPM1 promoter activity in SK-MEL-5 cells; activation, % at 12.5 µM; SK-MEL-5 TRPM1-promoter luciferase, 24 h; % of positive control, neutral wells = 0; hit rate 0.75% among 300,000;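 active = mean activation of at least 80% with every replicate also reaching 80%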;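 note: 0% = neutral control wells and 100% = parthenolide positive control wells; values of inactives mirror those of a sister screen read the other way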
PKA-R2B activ: PKA-R2B complex activation; activation, % at 11.4 µM; AID 504700; hit rate 0.079% among 340,000; PKA-R2B holoenzyme dissociation, Cy5-IP20 fluorescence polarization; R2B truncated from residue 108, S112A mutant; 0% DMSO only, 100% 113 µM cGMP;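 active = activation above a cutoff set at the mean over all compounds plus 3 SD, cut at about 18% in these data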;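 note: higher means more holoenzyme dissociation and a rise in polarization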
Target sequence (P31323 whole entry, looked up, other chains not shown, the tested form may be a part): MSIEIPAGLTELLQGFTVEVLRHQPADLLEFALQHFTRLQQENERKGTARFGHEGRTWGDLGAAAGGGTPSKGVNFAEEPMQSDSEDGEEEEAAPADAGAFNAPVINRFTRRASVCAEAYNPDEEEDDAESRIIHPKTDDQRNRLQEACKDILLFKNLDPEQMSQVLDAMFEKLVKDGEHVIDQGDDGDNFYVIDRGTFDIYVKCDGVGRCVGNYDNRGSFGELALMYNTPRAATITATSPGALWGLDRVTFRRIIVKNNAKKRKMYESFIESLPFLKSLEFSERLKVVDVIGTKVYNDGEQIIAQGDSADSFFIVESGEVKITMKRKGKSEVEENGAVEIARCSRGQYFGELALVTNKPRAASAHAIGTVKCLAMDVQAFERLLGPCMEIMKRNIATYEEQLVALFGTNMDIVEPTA
* = called active by the depositor; . = not tested or not shown; + = active, no number.

SMILES	CDK5 p35 inh	Arr AP2 block	SUMO Mot1 rescue	SR-BI uptake up	dFosB activator	PKA-R1A act	NSD2 inh	DSG3 Ab inh	SR-BI DiI inh	MITF TRPM1 HTS	PKA-R2B activ
O=c1[nH]c2ccccc2n1Cc1ccc(F)cc1	-1.3	8	192	32	1	5	.	97	-27	.	11
COc1ccc(-c2nnc(SCC(=O)Nc3c(Cl)cc(Cl)cc3C(=O)O)o2)cc1	0.0	-5	-17	21	7	3	.	88	-21	6	-1
COc1ccc(OC)c(/C=C2/Sc3ccccc3C2=O)c1	0.5	-6	1	-14	-2	-13	-7	98	14	-5	-3
C=CCn1c(COc2ccccc2)nnc1SCC(=O)Nc1ccc(S(N)(=O)=O)cc1	-3.1	0	-11	12	-5	-10	0	.	-12	1	-2
O=C(NCCCN1CCN(c2ccccc2)CC1)C1CCCN(c2ncnc3c2nc2n3CCCCC2)C1 (configuration not stated)	0.6	37	-3	-14	-7	2	-1	104	14	-11	-7
CCN(CC)S(=O)(=O)c1ccc(C)c(NC(=O)COC(=O)CCC(=O)c2cccs2)c1	-2.0	27	-16	-9	-9	2	-1	95	9	-1	2
Cc1nc2c(sc(=S)n2Cc2ccco2)c(=O)n1CC(=O)Nc1cc(F)ccc1F	.	4	-6	-18	103*	-4	-3	110	18	3	0
N#CN(Cc1ccccc1)Cc1ccccc1	-2.9	16	-7	.	-8	7	1	87	.	1	0
CN(C)c1cccc(C(=O)N(C)C2CCCN(Cc3ccccc3F)C2)c1 (configuration not stated)	-1.4	-4	-19	.	-3	-4	20	121	.	.	-4
CC(C)C[C@H](NC(=O)c1nc[nH]c1C(=O)N1CCN(C(=O)OC(C)(C)C)CC1)C(=O)OC(C)(C)C	-1.0	1	0	4	-5	-6	.	103	-4	.	-3
COc1ccc(/C=C(\NC(=O)c2ccc(OCC(C)C)cc2)C(=O)OCc2ccco2)cc1	0.4	12	8	-15	-5	-7	2	101	15	7	-1
COc1cccc(C(=O)NCc2nnc(SCC(=O)Nc3nccs3)n2-c2cccc(C)c2)c1	-1.0	3	-2	-15	-16	-21	4	129	15	-8	-6
CSCCC(NS(=O)(=O)c1ccccc1F)C(=O)N1CCCCCC1 (configuration not stated)	-1.7	-6	-2	-2	10	0	-1	96	2	5	-1
O=C(O)CCc1ccc(-c2cccs2)n1NC(=O)c1cccs1	-1.5	-6	+	0	-3	2	9	98	0	-10	-7
CCOC(=O)c1ccc(N2C(=O)c3n[nH]c(C)c3C2c2cccnc2)cc1 (configuration not stated)	-0.2	1	-9	24	-9	-5	3	78	-24	.	-16
O=C(/C=C/c1ccccc1)NCC(=O)N/N=C/c1ccccc1[N+](=O)[O-]	-0.2	20	8	6	-5	-4	-2	95	-6	-32	-1
O=C(CN1CCN(c2ccccn2)CC1)Nc1ccc(Cl)c(C(F)(F)F)c1	0.2	1	4	-4	-5	3	-1	107	4	.	-1
COc1ccc(N(Cc2cc3cc(OC)ccc3[nH]c2=O)C(=O)c2cccnc2)cc1	1.1	1	-13	4	0	10	0	.	-4	15	5
CC(C)CC(=O)Nc1ccccc1-c1nnn(CC(=O)N2CCc3ccccc3C2)n1	0.6	-8	-5	-41	-5	4	-1	103	41	-4	12
COc1ccc2nc(SCC(=O)N3CCCCCC3)c(C#N)cc2c1	1.1	0	.	-58	-25	-3	-3	.	58	21	-5
COc1ccc(NS(=O)(=O)NC(=O)c2cn(C)c3ccccc23)cc1	-1.6	5	2	19	-1	-3	3	107	-19	-7	3
O=C(NCCCn1ccnc1)c1cc2c(s1)CCCC2	-0.6	20	5	14	-6	1	1	113	-14	-15	-9
Cc1ccc(C)c(NC(=O)C(OC(=O)c2ccc(CO)cc2)c2ccccc2)c1 (configuration not stated)	1.2	-18	.	-16	35*	4	0	103	16	-9	-8
CCC[C@@H](OS(N)(=O)=O)[C@@H](Cc1ccccc1)C(=O)OCC	-1.7	6	14	21	-11	4	.	102	-21	-6	-2
CCN(CCNC(=O)c1ccc2nc(-c3ccccc3NC(C)=O)c(=O)[nH]c2c1)c1ccccc1	0.3	5	14	-46	-6	6	.	97	48	.	-5
O=C1CCCN1CCCNC(=S)Nc1ccc(Cl)cc1Cl	0.5	7	0	6	6	-7	-6	96	-6	9	-8
CN1CCN(Cc2nc3cc(NC(=O)COc4ccc([N+](=O)[O-])cc4)ccc3n2C)CC1	0.2	-19	.	-9	2	6	4	97	9	-4	-3
O=[N+]([O-])c1ccc2c(c1)Nc1nc3ccccc3nc1N2	1.8	-3	124	0	-1	5	5	113	0	.	1
O=P(CCO)(c1ccccc1)c1ccccc1	-0.1	-16	-1	0	0	0	-1	77	0	0	7
O=C(CSc1nc2ccccc2s1)NC1CCS(=O)(=O)C1 (configuration not stated)	-0.9	3	20	10	0	-4	0	102	-10	-16	-14
CCc1ccccc1N(C(C)=O)c1nc(CN=C=S)cs1	1.9	-4	-7	5	4	-3	-26	100	-5	1	-8
CCc1ccc(CNC(=O)C2Cc3cc(S(=O)(=O)N4CCCC4)ccc3N2C(C)=O)cc1 (configuration not stated)	1.5	48	-7	.	4	-4	21	104	2	12	-1
COc1ccc2c3n(nc2c1)CCN=C3c1ccc(C)cc1	0.9	-5	54	-45	-11	4	.	104	45	-4	-21
COc1cc(NC(=O)c2noc(C)c2[N+](=O)[O-])c(OC)cc1Cl	.	-4	18	-43	7	-6	-2	116	43	-27	-4
CCS(=O)(=O)N1CCC(C(=O)N2CCOCC2)CC1	-2.6	10	1	4	2	-3	0	100	-4	-2	-3
Nc1ncnc2c1ncn2[C@@H]1O[C@H](CNCc2ccc(OCC(=O)Nc3nccs3)cc2)[C@@H](O)[C@H]1O	1.9	-9	-18	29	6	2	.	103	-29	13	-5
COc1cc2nc(CN(C)Cc3nc4ccccc4c(=O)[nH]3)[nH]c(=O)c2cc1OC	0.2	-1	-1	11	-7	12	3	99	-11	9	12
Cc1ccc(NC(=O)CCNS(=O)(=O)c2ccccc2F)cc1S(=O)(=O)N1CCOCC1	0.7	35	-1	1	-14	-12	-1	100	-1	1	-3
CC(C)C(=O)Nc1ccnc(-c2cccnc2)n1	0.2	-3	208	.	0	10	14	104	.	-10	-6
Cc1cc(=O)[nH]c(SCn2nnc3ccccc3c2=O)n1	2.0	1	30	-4	0	-8	-1	93	4	11	-2
COC(=O)C1C(c2ccccc2)C(C(=O)OCc2ccco2)C1c1ccccc1 (configuration not stated)	-0.2	11	17	-10	-8	0	-3	.	10	4	-5
Cc1ccc2c(c1)N(CC(=O)N(Cc1ccccn1)Cc1ccco1)C(=O)C(C(C)C)O2 (configuration not stated)	-1.9	-11	-9	-7	-12	-9	4	.	7	-8	-15
Cc1cc2ccccc2c(=O)n1CC(=O)NCC(=O)N1CCCC1	-0.4	-9	-11	17	-6	-1	2	107	-17	.	-1
CN(C)CCO[C@@H](c1ccc(Cl)cc1)c1ccccn1	-6.8	13	-11	9	6	-2	6	130	-9	.	-6
O=C(OCc1nnc(-c2ccccc2)o1)C1CCN(S(=O)(=O)c2cccs2)CC1	-0.3	-9	-10	-12	-3	13	-4	99	12	-5	-1
O=C(NC1CCCCCC1)c1cccc(N2CCCC2=O)c1	2.0	-4	-6	-20	-6	-3	-7	106	20	20	-8
Cc1ccc(N(C(=O)CNC(=O)c2ccco2)C(C(=O)NC2CCCC2)c2cccnc2)cc1 (configuration not stated)	0.0	18	-19	9	-1	-7	5	98	-9	4	-8
O=C(c1ccco1)N1CCN=C1SCc1c(F)cccc1Cl	-0.9	-7	381	6	-13	6	.	100	-6	5	4
Cc1ccccc1C(=O)Nc1ccnn1C1CCN(C2CCSCC2)CC1	-2.2	-5	-8	.	-4	5	-1	113	-21	0	1
CC1=C(C(=O)OCc2ccccc2)C(c2cccc([N+](=O)[O-])c2)NC(=O)N1CCCCCC(=O)O (configuration not stated)	1.5	29	9	10	1	-9	.	105	-10	.	-2
O=c1cccc(-c2ccccc2)[nH]1	0.7	11	-1	34	-10	-6	0	.	-34	-7	1
CS(=O)(=O)N(Cc1ccccc1)c1ccc(C(=O)NCC2CCCO2)cc1 (configuration not stated)	-1.7	6	4	-25	-4	-3	12	100	25	-2	-3
CCCC1(C(=O)OCC)NC(c2ccc(N(C)C)cc2)C2C(=O)N(c3ccc(OCC)cc3)C(=O)C21 (configuration not stated)	1.0	5	0	26	-9	-4	19	105	-26	6	1
O=C(CN1CCC(O)(c2cccc(F)c2)CC1)NCCc1c[nH]c2ccccc12	3.1	-9	-20	-22	-4	7	10	100	22	-8	-4
Oc1ccc(C=Nc2cccc3ncccc23)c(O)c1	.	18	5	-5	-9	-8	2	.	5	-21	-2
CCOC(=O)c1cc2n(c1C)-c1ccccc1C2=O	-0.9	9	2	-3	-3	0	-3	97	3	.	2
CCCn1c2c(c(O)c(C(=O)Nc3ncccc3C)c1=O)CCCC2	1.1	5	0	9	-15	6	0	98	-9	.	1
CCOc1ncccc1C(=O)OCC(=O)N1c2ccccc2CC1C (configuration not stated)	-2.2	28	-2	-20	-9	3	-7	105	20	-7	-7
CC(C)CC1NC(=O)N(CCCCN2C(=O)c3ccccc3C2=O)C1=O (configuration not stated)	3.6	37	-12	-9	2	7	-5	104	9	9	11
O=C(/C=C/c1ccccc1O)c1ccc(Cl)cc1	0.7	2	50	2	-9	-2	6	102	-2	2	10
Cc1nn(CC(=O)OCC(=O)c2ccc(OC(F)F)cc2)c(C)c1[N+](=O)[O-]	-6.4	-5	-10	33	-4	-5	0	113	-33	3	-1
